# Mtb FBA inh: inhibitors of M. tuberculosis fructose-bisphosphate aldolase; P9WQA3; purified M. tuberculosis FBA, fluorescence read-out; inhibition, % at 1 µM; 2.3% of 360,000 active; in the data active = inhibition above about 27%;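 note: 0% = vehicle and 100% = reference inhibitor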
# Target sequence (P9WQA3 whole entry, looked up): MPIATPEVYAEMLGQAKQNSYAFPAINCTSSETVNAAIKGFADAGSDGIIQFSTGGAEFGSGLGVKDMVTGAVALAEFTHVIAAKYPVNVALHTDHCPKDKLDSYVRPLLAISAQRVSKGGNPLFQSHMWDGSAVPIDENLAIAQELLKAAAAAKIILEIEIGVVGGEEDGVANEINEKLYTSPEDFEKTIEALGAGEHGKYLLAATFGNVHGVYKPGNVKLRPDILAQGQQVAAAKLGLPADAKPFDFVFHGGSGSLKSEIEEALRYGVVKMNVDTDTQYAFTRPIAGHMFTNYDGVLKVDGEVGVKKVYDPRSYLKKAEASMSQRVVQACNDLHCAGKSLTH
# GDH-TPI counter: GDH-TPI coupled enzyme inhibition counter-screen. GDH-TPI coupled enzyme counterscreen, NADH absorbance. inhibition, % at 4.8 µM. 1.2% of 360,000 active. AID 588335; in the data active = inhibition above about 30%;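 note: 0% = DMSO wells and 100% = wells lacking the enzyme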
# Yp Topo-I inh: blocks Yersinia pestis topoisomerase I activity; Y. pestis Topo-I cleavage product accumulation, plate reader; activity, % at 10 µM; 0.064% of 360,000 active; AID 504884; in the data active = activity above about 50%, passing the limit was not always enough; note: inactives centre near 2
# Mtb BioA inh: BioA (M. tuberculosis) enzyme inhibition; purified M. tuberculosis BioA enzyme, plate reader; inhibition, % at 9.99 µM; 0.096% of 360,000 active; AID 602481; in the data active = inhibition above about 40%
# FadD28 FP inh: blocks FadD28 binding to the bisubstrate probe. inhibition, % at 12.5 µM. fluorescence polarization. 0.22% of 360,000 active; in the data active = inhibition above about 8.5%, passing the limit was not always enough
# UGM FP inh: Mtb UDP-galactopyranose mutase inhibition | purified UGM, fluorescence polarization probe displacement | inhibition, % at 10 µM | 0.06% of 320,000 active | AID 504406; in the data active = inhibition above about 10%, passing the limit was not always enough
# Target sequence (P9WIQ1 whole entry, looked up): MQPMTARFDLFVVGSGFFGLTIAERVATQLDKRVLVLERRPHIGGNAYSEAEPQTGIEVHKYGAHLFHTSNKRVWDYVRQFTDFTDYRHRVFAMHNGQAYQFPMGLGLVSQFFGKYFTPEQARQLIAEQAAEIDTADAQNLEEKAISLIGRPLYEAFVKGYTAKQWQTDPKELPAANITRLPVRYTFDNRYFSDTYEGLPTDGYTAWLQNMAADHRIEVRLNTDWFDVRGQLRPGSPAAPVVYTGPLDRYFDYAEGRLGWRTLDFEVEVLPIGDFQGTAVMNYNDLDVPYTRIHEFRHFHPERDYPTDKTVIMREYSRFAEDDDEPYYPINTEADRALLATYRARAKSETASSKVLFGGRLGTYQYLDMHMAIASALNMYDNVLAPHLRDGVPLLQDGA
# BH1578 lux ind: quorum light induction in luxS cqsA deficient V. cholerae. V. cholerae BH1578 lux reporter, luminescence, 6 h. activation, % at 18.7 µM. 0.16% of 350,000 active. AID 588436; in the data active = activation mostly above about 9.7%, no sharp cut-off; note: not every result past the cut was called active; inactives centre near 0; reference of the scale not given here
# TcdB inh: blocks C. difficile toxin B glycohydrolase activity. P18177. TcdB glycohydrolase enzymatic assay, plate reader. inhibition, % at 9.99 µM. 0.24% of 350,000 active. AID 652162; in the data active = inhibition above about 10%
# PfHsp40 rescue: compounds rescuing yeast from Plasmodium falciparum HSP40 toxicity; S. cerevisiae expressing PfHsp40, growth rescue, ATP luminescence; growth rescue, % at 12.5 µM; 0.68% of 340,000 active; AID 504582; in the data active = growth rescue above about 28%, passing the limit was not always enough;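 note: yeast W303a lacking pdr1 and pdr3 grown in galactose medium; growth measured after three days at 30 °C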
# Numbers without * were called inactive; i = inactive; / = not tested or not shown; & = joins results of further samples. Not a hit list; 4.6% or so of the library scored in one or more.
SMILES,Mtb FBA inh,GDH-TPI counter,Yp Topo-I inh,Mtb BioA inh,FadD28 FP inh,UGM FP inh,BH1578 lux ind,TcdB inh,PfHsp40 rescue
O=C(CN1CCN(S(=O)(=O)c2ccc3ccccc3c2)CC1)Nc1ccc(N2CCOCC2)cc1,2,-2,-6,8.9,-2.7,-0.6,-0.6,1.1,0.1
CCN(CC)S(=O)(=O)c1ccc(Cl)c(NC(=O)CCCCl)c1,1,13,-12,/,-1.3,4.4,i,-0.9,-0.9
Cc1ccc(C(=O)C(C)OC(=O)C2CC(=O)N(C3CCCCC3)C2)cc1 (configuration not stated),-2,4,13,1.3,-3.6,-2.6,i,/,2.1
O=C(O)CNC(=S)N(Cc1cccs1)C1CCCCC1,-1,6,7,-0.7,-2.4,-1.4,0.8,/,0.2
CC(C)=CCc1c(O)cc2oc3c(CC=C(C)C)c(O)c(O)c(CC=C(C)C)c3c(=O)c2c1O,0,6,-28,-0.7,1.9,-1.2,-0.3,-1.7,1.7
CCOC(=O)N1CCN(CC(O)COCc2cc(OC)c(OC)c(OC)c2)CC1 (configuration not stated),2,6,-6,/,-0.5,-1.7,-0.3,/,-1.0
Cc1ccc(-c2csc(-c3c[nH]c4ccccc34)n2)c(C)c1,1,5,-27,-0.8,-4.7,-0.4,0.3,/,0.0
Cc1nn(Cc2ccccc2)c2c1C(c1cccnc1)C(C#N)=C(N)O2 (configuration not stated),-2,8,-2,-0.1,0.0,-1.7,/,/,1.2
CC(C)[C@H](NC(=O)[C@@H]1Cc2c([nH]c3ccccc23)C2c3ccccc3C(=O)N21)C(=O)N1CCC[C@@H]1C(=O)O (some centres not stated),3,7,4,0.2,-0.9,2.2,0.2,1.4,0.5
Cc1cccn2c(=O)c3cc(C(=O)NCCCn4ccnc4)n(C)c3nc12,59*,12,0,-1.6,0.7,-0.5,i,/,0.8
NC(N)=NN=C1c2ccccc2-c2ccccc21,6,12,-6,-1.0,-2.8,-0.5,i,1.9,0.6
CCOc1cc(C(=S)N2CCOCC2)ccc1OC(=O)c1cc(OC)c(OC)c(OC)c1,3,-6,2,1.1,-1.0,0.1,7.7,0.8,-0.6
CCn1c(SCc2ccc(Cl)cc2)nnc1-c1ccccc1,-4,-4,29,5.7,-3.9,-1.3,-2.0,/,1.8
O=C1CCCc2c1cc(C(=O)Nc1ccc(Br)cn1)c(=O)n2-c1ccccc1,4,22,0,0.8,-3.8,-0.9,11,/,1.1
O=C(NCCc1ccccc1)Nc1nnc([C@@H]2C[C@H](O)[C@@H](CO)O2)s1,-1,7,4,0.4,-2.9,/,-1.4,-0.1,/
CC(C)(C)c1ccc(-c2nnc(SCC(=O)c3ccc4c(c3)OCCO4)o2)cc1,1,-10,19,/,-0.1,0.5,0.3,/,-0.1
CCOC(=O)CSc1cc(C)c(C#N)c2nc3ccccc3n12,9,5,-11,/,-0.2,3.2,0.7,1.3,1.0
COc1ccc(N2CCN(S(=O)(=O)c3ccc(C(=O)NCc4ccco4)cc3)CC2)cc1,-1,2,5,0.4,-1.7,/,-3.6,/,-0.7
Cc1cc(NCCc2ccc(Cl)cc2)n2ncnc2n1,-2,12,4,/,-1.5,2.2,-0.2,1.0,-0.6
CCc1ccc(N2CC(C(=O)Nc3ccc(F)cc3)CC2=O)cc1 (configuration not stated),2,6,6,-0.9,-1.9,0.6,-1.5,-0.1,0.1
COc1ccccc1N1CCN(C(=O)c2oc3ccc(F)cc3c2C)CC1,2,9,10,-3.8,-0.1,0.1,-0.3,0.4,0.5
O=c1[nH]c(=S)n(C2CC2)c(O)c1/C=N/Nc1cccc2ccccc12,4,12,-5,-0.9,0.9,-1.8,-0.4,/,1.8
CCNC(=O)COC(=O)c1cc(-c2ccc(OC)cc2)nc2ccccc12,9,10,6,1.0,1.1,-0.3,i,/,-0.1
CCOC(=O)Oc1ccc2oc(C)c(C(=O)OCCOC)c2c1,1,8,7,-0.4,0.1,3.2,-0.1,/,1.8
CCCS(=O)(=O)C(=C(Nc1ccc(OC)cc1)Nc1ccc(OC)cc1)S(=O)(=O)CCC,-4,5,10,-0.4,0.5,-1.3,-6.7,/,-1.1
COc1cc(C2C(C#N)=C(N)Oc3n[nH]c(C)c32)cc2c1OCO2 (configuration not stated),-2,7,1,0.9,-1.1,-0.2,i,/,-1.9
Cc1ccc(S(=O)(=O)N2CCC(=O)N(CCOCc3ccc(C(F)(F)F)cc3)CC2)cc1,-1,-3,27,-0.2,-4.8,1.7,-0.3,-9.2,4.0
O=C(NCCc1ccccc1)C1CCC(=O)N1C1CCCC1 (configuration not stated),2,-3,1,-0.8,0.1,0.4,-1.2,-0.5,-0.7
O=C(Nc1cccc(OC(=O)c2cccnc2)c1)c1cccnc1,2,0,0,15,0.3,-1.4,-1.0,/,0.3
CCN(CC)C(=O)Cn1c(=O)n(CCCC(=O)NCc2ccc3c(c2)OCO3)c(=O)c2sccc21,-2,3,-1,-0.9,-1.4,-4.3,2.2,2.8,0.5

# Laid out differently: 2 of the compounds above.
# Results follow in this order: Mtb FBA inh | GDH-TPI counter | Yp Topo-I inh | Mtb BioA inh | FadD28 FP inh | UGM FP inh | BH1578 lux ind | TcdB inh | PfHsp40 rescue
> O=C(O)CNC(=S)N(Cc1cccs1)C1CCCCC1
  -1 | 6 | 7 | -0.7 | -2.4 | -1.4 | 0.8 | / | 0.2
> CCOC(=O)N1CCN(CC(O)COCc2cc(OC)c(OC)c(OC)c2)CC1 (configuration not stated)
  2 | 6 | -6 | / | -0.5 | -1.7 | -0.3 | / | -1.0

# Going on with the list:
SMILES,Mtb FBA inh,GDH-TPI counter,Yp Topo-I inh,Mtb BioA inh,FadD28 FP inh,UGM FP inh,BH1578 lux ind,TcdB inh,PfHsp40 rescue
CCOC(=O)Cc1csc(SCC(=O)Nc2cccc(Cl)c2)n1,5,11,5,1.2,0.4,-1.7,0.6,/,-0.1
Cc1cccc(CCNC(=O)C2CCCN(S(=O)(=O)c3cccc4nsnc34)C2)c1 (configuration not stated),14,1,-4,-3.4,-3.2,-2.9,i,/,0.6
CCOC(=O)C(C)Oc1cccc2c(=O)n(CC(=O)Nc3ccc4c(c3)OCCO4)ccc12 (configuration not stated),2,1,0,-4.8,-0.8,-2.4,i,1.2,0.5
Cc1nn2c(-c3ccncc3)ccnc2c1Cl,7,-3,7,0.1,0.2,-3.1,0.5,1.0,3.4
O=C(Nc1cccc(C(F)(F)F)c1)c1scc2c1OCCO2,-3,1,-3,/,-5.2,0.7,i,0.1,-0.3
COc1ccc(OC2(C)CCN(Cc3ccccc3OC(F)F)C2)cc1 (configuration not stated),1,-8,14,3.7,0.3,/,0.4,1.7,/
CCOC(=O)CN(C(=O)CNC(=O)c1ccco1)C(C(=O)NC1CCCCC1)c1cccs1 (configuration not stated),-3,-7,1,-0.6,-8.2,-2.6,/,/,-1.2
CC1(C)Cc2nc(N3CCCC3)c(C#N)cc2CO1,110*,7,2,/,-1.8,-0.4,/,3.7,-0.6
O=C(c1ccc(-c2ccccc2Cl)o1)N1CCN(S(=O)(=O)c2cccs2)CC1,1,4,28,/,-2.6,0.0,i,2.2,/
O=C(COC(=O)C1CC1)NCCc1ccc(Cl)cc1,-2,-2,8,1.8,-1.6,/,i,1.9,-0.9
O=C(O)c1cc(S(=O)(=O)NC(Cc2c[nH]c3ccccc23)C(=O)O)ccc1Cl (configuration not stated),2,7,-2,-0.2,-2.3,-0.1,i,1.5,-1.3
COc1ccc(OCCN2CCC(C(=O)NC(c3ccc(F)cc3)c3ncccc3C)CC2)cc1 (configuration not stated),0,-5,7,0.6,-4.6,/,-1.0,-0.5,/
CCOc1ccc(C2CC(=O)n3nc(C45CC6CC(CC(C6)C4)C5)nc3S2)cc1OC (configuration not stated),5,-4,-6,-3.7,-2.9,0.0,-0.3,/,5.9
CCCC(C)C1C(C#N)=C(N)Oc2c1c(=O)oc1ccccc21 (configuration not stated),8,6,0,-1.1,2.3,-2.1,i,/,0.6
CCO[C@H]1OC(C(=O)N2CCOCC2)=C[C@@H](c2cn(C(C)=O)c3ccccc23)[C@@H]1CCCO,2,-2,-8,0.3&-2.8,1.1,-1.3,i,0.5&0.7,-0.3

# Compound profiles (already shown).
# Results for COc1ccc(OCCN2CCC(C(=O)NC(c3ccc(F)cc3)c3ncccc3C)CC2)cc1 (configuration not stated) : Mtb FBA inh = 0; GDH-TPI counter = -5; Yp Topo-I inh = 7; Mtb BioA inh = 0.6; FadD28 FP inh = -4.6; UGM FP inh = /; BH1578 lux ind = -1.0; TcdB inh = -0.5; PfHsp40 rescue = /
# Results for Cc1cccc(CCNC(=O)C2CCCN(S(=O)(=O)c3cccc4nsnc34)C2)c1 (configuration not stated) : Mtb FBA inh = 14; GDH-TPI counter = 1; Yp Topo-I inh = -4; Mtb BioA inh = -3.4; FadD28 FP inh = -3.2; UGM FP inh = -2.9; BH1578 lux ind = i; TcdB inh = /; PfHsp40 rescue = 0.6
# Results for Cc1nn2c(-c3ccncc3)ccnc2c1Cl : Mtb FBA inh = 7; GDH-TPI counter = -3; Yp Topo-I inh = 7; Mtb BioA inh = 0.1; FadD28 FP inh = 0.2; UGM FP inh = -3.1; BH1578 lux ind = 0.5; TcdB inh = 1.0; PfHsp40 rescue = 3.4

# Looked up above:
# UGM FP inh, O=C(O)c1cc(S(=O)(=O)NC(Cc2c[nH]c3ccccc23)C(=O)O)ccc1Cl (configuration not stated) stands at -0.1
# GDH-TPI counter, O=C(Nc1cccc(C(F)(F)F)c1)c1scc2c1OCCO2 stands at 1
# TcdB inh, CCO[C@H]1OC(C(=O)N2CCOCC2)=C[C@@H](c2cn(C(C)=O)c3ccccc23)[C@@H]1CCCO stands at 0.5&0.7
# BH1578 lux ind, COc1ccc(OC2(C)CCN(Cc3ccccc3OC(F)F)C2)cc1 (configuration not stated) stands at 0.4
# TcdB inh, O=C(c1ccc(-c2ccccc2Cl)o1)N1CCN(S(=O)(=O)c2cccs2)CC1 stands at 2.2

# Next results.
SMILES,Mtb FBA inh,GDH-TPI counter,Yp Topo-I inh,Mtb BioA inh,FadD28 FP inh,UGM FP inh,BH1578 lux ind,TcdB inh,PfHsp40 rescue
O=c1oc2ccccc2cc1-c1csc(Nc2ccc(O)cc2)n1,-2,0,-36,-1.2,5.2,2.4,-1.1,2.8,77*
COc1cccc(CSc2nnc(CSc3nc4nc(C)cc(C)n4n3)s2)c1,2,11,11,5.3,-1.4,0.5,i,1.3,0.2
CC(C)[C@H](CO)NC(=O)[C@H]1O[C@@H](n2ccc(=O)[nH]c2=O)[C@H](O)[C@@H]1O,5,/,/,0.4,-0.6,/,/,-0.3,/
Cc1ccc(S(=O)(=O)N2CCN(Cc3cc(=O)n4ccccc4n3)CC2)cc1C,5,14,-4,-1.4,-2.4,3.4,i,0.2,-0.1
O=C(Nc1cccnc1)C1CC(=O)N(c2ccc(F)cc2)C1 (configuration not stated),2,4,-11,/,/,0.0,-0.1,1.4,-0.2
O=C(NCC1CCCO1)c1nn2c(C(F)(F)F)cc(-c3cccs3)nc2c1Cl (configuration not stated),-2,-3,1,-0.7,-0.7,-2.9,-0.5,-1.1,0.1
O=C(COc1cccc2cccnc12)NCc1cccs1,-6,-8,2,0.0,-3.2,-1.0,0.4,4.1,-0.1
COc1ccc(-c2[nH]c(-c3ccc(C)cc3)nc2SCC(=O)Nc2nccs2)cc1,2,7,-25,/,-6.5,-3.2,-0.3,1.8,-0.5
O=C(Cc1ccccc1)NCC(=O)N/N=C/c1cccs1,2,15,0,-1.0,-1.8,1.1,-0.7,-0.2,0.0
CC(OC(=O)c1nsc(Cl)c1Cl)C(=O)NC1CCCCC1 (configuration not stated),0,9,-10,0.1,/,0.0,-0.3,1.1,-0.7
CC(=O)c1ccc(Oc2ncnc3sccc23)cc1,-2,12,-3,/,-1.5,-1.0,-0.1,0.7,-1.5
O=C(COc1ccc(S(=O)(=O)N2CCOCC2)cc1)N1CCCCCC1,2,-2,-2,/,0.2,-0.2,-0.4,-0.5,/
COc1cccc(N/C=C/C(=O)c2ccc(Br)cc2)c1,1,24,15,-2.2,0.8,1.5,1.0,/,-1.6
COc1ccccc1C(=O)NNC(=O)c1cccc(F)c1,0,11,-3,-2.0,-2.0,1.4,i,/,0.3
COc1cccc(Nc2cc(C)nc3nc(C)nn23)c1,3,4,9,0.9,-0.9,-0.4,i,1.6,-1.3
CCOc1cc(S(=O)(=O)NCCCn2ccnc2)ccc1Cl,0,6,2,-0.4,-4.6,-0.4,i,-8.9,0.5
CCn1c(CSCc2ccc(C)cc2)n[nH]c1=S,3,-2,5,-0.6,-0.5,0.3,i,2.6,1.8
COc1cc(CNC[C@H]2O[C@@H](n3ccc(N)nc3=O)[C@H](O)[C@@H]2O)ccc1OCc1ccc(C)cc1,-1,-1,0,/,-0.9,/,-0.3,2.1,/
